# GAA850 FXN act = increases GAA850 frataxin promoter reporter activity; activation, % at 6 µM; 360,000 tested, 0.56% active; HEK293 lucGAA850 FXN promoter luciferase reporter, 24 h; percent of 10 µM SAHA response;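 active = activation above the average of all compounds screened plus 3 SD, cutoff fixed separately per campaign, cut at about 7.5% in these data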;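 also: 0% = DMSO wells and 100% = 10 µM SAHA wells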
# GC-A act = GC-A (human) enzyme activation. P16066. activation, % at 10 µM. 370,000 tested, 0.14% active. HEK293 GC-A cells, cGMP TR-FRET, EC30 ANP; 0% at EC30 ANP, 100% saturating ANP; in the data active = activation above about 40%
# Target sequence (P16066 whole entry, looked up): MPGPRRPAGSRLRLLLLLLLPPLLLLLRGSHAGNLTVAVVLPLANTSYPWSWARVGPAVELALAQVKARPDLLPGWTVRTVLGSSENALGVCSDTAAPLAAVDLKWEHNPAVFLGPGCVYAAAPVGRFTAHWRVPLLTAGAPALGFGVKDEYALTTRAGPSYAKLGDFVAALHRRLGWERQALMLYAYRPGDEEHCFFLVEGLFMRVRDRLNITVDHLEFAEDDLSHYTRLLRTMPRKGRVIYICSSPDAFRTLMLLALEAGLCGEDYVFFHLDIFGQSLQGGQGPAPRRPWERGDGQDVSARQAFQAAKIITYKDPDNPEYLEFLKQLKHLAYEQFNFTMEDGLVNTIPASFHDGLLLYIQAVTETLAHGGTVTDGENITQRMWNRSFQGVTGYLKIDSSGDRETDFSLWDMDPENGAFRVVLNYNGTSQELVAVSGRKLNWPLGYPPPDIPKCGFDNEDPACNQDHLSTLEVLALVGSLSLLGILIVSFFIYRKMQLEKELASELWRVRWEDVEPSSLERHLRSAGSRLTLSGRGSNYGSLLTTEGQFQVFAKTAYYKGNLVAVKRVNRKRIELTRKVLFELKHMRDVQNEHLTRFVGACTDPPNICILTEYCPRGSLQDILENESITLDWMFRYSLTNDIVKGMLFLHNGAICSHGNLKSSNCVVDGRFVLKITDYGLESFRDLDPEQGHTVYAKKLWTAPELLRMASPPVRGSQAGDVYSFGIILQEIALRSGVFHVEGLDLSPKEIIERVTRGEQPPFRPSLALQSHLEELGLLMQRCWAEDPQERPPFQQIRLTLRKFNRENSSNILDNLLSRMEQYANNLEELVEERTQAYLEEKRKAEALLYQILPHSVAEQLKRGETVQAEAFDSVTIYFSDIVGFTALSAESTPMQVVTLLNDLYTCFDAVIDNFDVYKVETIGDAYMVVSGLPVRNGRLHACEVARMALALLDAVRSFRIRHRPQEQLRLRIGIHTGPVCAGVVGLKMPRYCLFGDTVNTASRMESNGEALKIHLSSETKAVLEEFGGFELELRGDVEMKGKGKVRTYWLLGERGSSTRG
# NPR2 activator = GC-B (human) receptor activation. P20594. HEK293-GC-B cells, CNP EC30, cGMP TR-FRET; 0% at EC30 CNP, 100% saturating CNP. activation, % at 10 µM. 370,000 tested, 0.11% active;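 active = activation at 10 µM reaching about 35% in either raw or pattern-adjusted values, limit read from the data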
# DAX1 inh-1 = blocks DAX1 repression of SF-1 activated StAR promoter. HEK293T StAR-luciferase reporter, SF-1/DAX-1 repression relief. inhibition, % at 6.8 µM. 370,000 tested, 1.1% active. AID 652010;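 active = inhibition above the mean over all tested compounds plus 3 SD, cut at about 3.6% in these data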;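 also: 0% = DAX-1 cells with DMSO and 100% = cells lacking DAX-1 with DMSO; higher inhibition means more luminescence from relief of DAX-1 repression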
# ssDAF-12 act = activates DAF-12 receptor from parasite S. stercoralis. HEK293 ssDAF-12/GRIP1 lit1-tk-luc reporter, luminescence; % of 3 µM dafachronic acid response. activation, % at 6.8 µM. 370,000 tested, 1% active. AID 652126;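 active = activation above the mean over all tested compounds plus 3 SD, cut at about 0.9% in these data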;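 also: 0% = DMSO-only wells and 100% = 3 µM delta7-dafachronic acid wells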
# hcDAF12 agonist = activates DAF-12 receptor from parasite H. contortus; HEK293 hcDAF-12 lit1-tk-luc reporter, luminescence; 0% DMSO, 100% Δ7-dafachronic acid; activation, % at 6.8 µM; 370,000 tested, 1.4% active; AID 652067;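 active = activation above the mean of all tested compounds plus 3 SD, cut at about 5.5% in these data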;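 also: 100% = response to 3 µM Δ7-dafachronic acid high control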
# ADAM10 inh = ADAM10 inhibition, QFRET primary screen | O14672 | recombinant ADAM10, EDANS/DABCYL FRET peptide cleavage, 3 h | inhibition, % at 7 µM | 370,000 tested, 0.62% active;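 active = inhibition above a per-campaign cutoff equal to the mean of compounds falling between control-based bounds plus 3 SD, cut at about 20% in these data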;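 also: 0% = DMSO wells while the 100% control is not disclosed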
# SMARCA2 activ = increases SMARCA2 function in MMTV reporter cells; MG213 cells, MMTV-luciferase reporter, dexamethasone, overnight; activation, % at 9.1 µM; 370,000 tested, 1% active; AID 652017; in the data active = activation above about 7.8%;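 also: 0% = vehicle wells and 100% = reference activator wells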
# DAX1 inh-2 = NR0B1 (DAX1) inhibition; P51843; HEK293 Gal4-DAX1 luciferase reporter, luminescence; inhibition, % at 6.75 µM; 340,000 tested, 0.99% active; AID 504766;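 active = inhibition above the mean over all tested compounds plus 3 SD, cut at about 4.2% in these data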;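 also: 0% = DAX1-transfected cells with DMSO and 100% = empty-vector control cells with DMSO; inhibition shows as a rise in luminescence from relieved DAX1 repression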
# hgDAF12 agonist = activates the H. glycines DAF-12 receptor ligand-binding domain. HEK293 GAL4-hgDAF12 UAS-luciferase reporter, agonist luminescence; normalized to butyrate control. activation, % at 6.8 µM. 370,000 tested, 1.8% active;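 active = activation above a cutoff set at the mean of all screened compounds plus 3 SD, cut at about 10% in these data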;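 also: 0% = DMSO wells and 100% = sodium butyrate wells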
# sPLA2-III inh = Blocks human group III sPLA2 activity. Q9NZ20. QFRET BODIPY PC-A2 liposome hydrolysis, fluorescence. inhibition, % at 12.2 µM. 370,000 tested, 0.56% active. AID 743126;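 active = inhibition above mean plus 3 SD of compounds lying within the high and low control bounds, cut at about 19% in these data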;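 also: 0% = median of test compound wells and 100% = no enzyme DMSO wells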
# * hit, by the source's call; / = no result given. The order is random; about 6.6% have a hit in one of these screens.
SMILES,GAA850 FXN act,GC-A act,NPR2 activator,DAX1 inh-1,ssDAF-12 act,hcDAF12 agonist,ADAM10 inh,SMARCA2 activ,DAX1 inh-2,hgDAF12 agonist,sPLA2-III inh
CC(C)c1onc(C(=O)N2CCCCCC2)c1[N+](=O)[O-],2.3,2.9,4.3,-0.4,-1.4,-1.3,9.1,-1.0,-0.2,-0.1,5.9
Cc1cc(-n2c(=S)sc3c(=O)n(-c4ccc(F)cc4)c(SCC(=O)O)nc32)ccc1Cl,-0.9,3.8,3.0,-0.4,-0.7,-0.5,-5.3,0.4,-0.3,1.2,-34.5
COc1cc(OC)cc(-c2nnc(SCC(=O)N3CCCc4ccccc43)o2)c1,-0.7,-1.5,-2.8,-0.2,-1.5,0.4,1.9,-1.3,-1.1,0.2,9.4
COc1ccc(Cl)cc1NC(=O)C(C)OC(=O)c1ccc(NS(=O)(=O)c2ccc3[nH]c(=O)[nH]c3c2)cc1 (stereo not given),-4.4,2.2,-2.0,-0.1,0.1,3.3,21.8*,2.2,0.9,0.9,-44.7
COc1cc(S(=O)(=O)n2nc(C)cc2C)c(OC)cc1Cl,2.4,-4.0,-4.2,0.3,-1.1,-2.7,-3.0,-1.5,0.0,-1.6,0.4
CCCc1ccc(-c2cc(C(=O)NCCc3ccc(S(N)(=O)=O)cc3)c3ccccc3n2)cc1,4.2,-4.1,-5.9,0.3,-1.5,1.5,-47.1,2.6,-0.2,6.5,-21.6
Cn1cc(SCC(=O)Nc2ccc3c(c2)OCCO3)c2ccccc21,1.7,-0.7,4.1,2.5,-1.1,5.3,-0.9,2.9,0.8,1.9,-0.4
N/C(=N\OC(=O)Nc1ccccc1)c1ncc([N+](=O)[O-])s1,5.6,-3.5,-1.7,-0.8,-1.6,-1.4,9.3,4.6,-1.9,-5.7,0.8
COc1ccc(NC(=S)N2CCCCC2c2cccnc2)cc1 (stereo not given),1.8,-1.5,2.5,0.1,-1.2,-0.6,-2.5,-1.1,2.9,0.5,3.7
CCCCCSc1nnc(-c2ccccc2NC(C)=O)c(=O)[nH]1,0.3,1.6,-2.1,-0.1,-1.0,-1.7,3.0,-1.1,-0.5,-1.2,1.7
CCC1(c2ccccc2)C(=O)N(C(=O)OC(C)(C)C)N1C(=O)OC(C)(C)C (stereo not given),-2.1,-4.2,2.9,-0.1,-0.7,-1.8,-4.8,-1.4,0.1,-1.3,0.4
CC(C)C(=O)Nc1ccc(N2CCCC2)cc1,1.2,3.7,0.4,0.4,-1.5,-0.9,-4.8,0.1,-0.5,0.1,9.1
CCn1c(SCc2ccccc2)nnc1-c1cccnc1,5.2,2.1,-0.6,0.1,-1.6,0.6,0.5,-2.4,-1.0,-2.4,-1.3
Cn1cccc1C(=O)N1CCN(S(=O)(=O)c2ccc(Br)s2)CC1,/,-4.2,-10.0,-1.0,-1.8,-1.3,-3.2,-3.3,/,-3.0,-12.2
CCOc1ccc(-c2nc(CSc3nncs3)cs2)cc1OC,3.3,1.1,4.8,-0.3,-1.4,-3.4,-34.0,2.8,1.9,-0.5,1.9
Cc1cc(C)cc(OCc2nnc(SCC(=O)c3ccc(Br)cc3)o2)c1,-0.5,8.6,1.8,-0.5,-1.2,-0.2,7.7,-0.1,0.2,1.5,-5.9
O=c1[nH]c(-c2ccccc2)ncc1Oc1ccccc1,0.8,-4.1,0.1,-0.1,-1.0,-1.0,-0.6,0.4,/,0.9,-9.9
CC1CCN(C(=O)CCc2nnc3ccc(N4CCC5(CC4)OCCO5)nn23)CC1,-0.4,1.0,-2.6,-0.4,-1.2,-1.4,-1.3,1.1,0.4,-0.7,0.6
CC(NC(=S)Nc1ccccc1Cl)C(c1ccccc1)N1CCOCC1 (stereo not given),1.3,-4.1,-4.0,0.3,-1.8,-1.9,9.5,-1.7,-1.6,0.4,10.5
CCc1ccccc1OCC(=O)Nc1ccc(S(N)(=O)=O)cc1,0.8,0.0,0.9,-0.6,-1.3,-2.4,-7.7,-4.0,0.3,-0.1,-7.8
O=C(Nc1ccncc1)Nc1ccc(Br)cc1Cl,-0.5,-26.2,-24.0,-3.8,-1.2,-2.5,-0.1,-3.5,0.0,-0.6,-13.4
COc1ccc(CN2CCC(CNC(=O)NC(C)C)CC2)cc1,/,3.2,-2.2,0.6,-1.1,0.4,7.9,-4.1,/,-2.7,13.6
C=CCOc1ccc2c(CC)cc(=O)oc2c1C,4.5,2.3,-4.0,-0.2,-1.0,-2.4,-312.0,0.4,-0.1,0.2,-2.0
C=CCc1ccccc1OCC(O)CN1CCOCC1 (stereo not given),2.9,3.0,-1.4,0.4,-1.6,0.2,-6.5,-1.4,0.2,0.3,13.2
Cc1ccc(C2/C(=C(/O)c3cnn(-c4ccccc4)c3C)C(=O)C(=O)N2CCN2CCOCC2)o1 (stereo not given),4.0,2.8,2.9,2.2,-0.8,2.6,-12.7,4.5,0.7,10.3,-11.4
CC(=O)NC(CC(=O)NC1CCCc2ccccc21)c1ccccc1 (stereo not given),0.3,-0.7,-3.3,0.2,-0.4,2.8,4.1,8.0*,-0.5,1.7,1.4
C/C(=N\NC(=O)Cn1ccc(C(F)(F)F)n1)c1ccc2c(c1)OCO2,-1.4,1.5,1.1,-0.1,-0.6,-0.4,-3.4,-1.6,-2.3,-1.0,-6.2
CCC(=O)N1CCN(c2ccc(NC(=O)c3ccc(N4CCOCC4)c([N+](=O)[O-])c3)cc2)CC1,-0.4,4.8,2.9,1.3,-1.3,-1.1,-8.7,-1.8,0.2,-2.1,8.2
Cc1cc(S(=O)(=O)NCC(c2ccc3c(c2)OCO3)N2CCOCC2)ccc1F (stereo not given),0.7,-1.0,-7.3,0.7,-1.3,0.6,4.4,-0.5,0.5,-0.3,4.0
Cc1ccc(S(=O)(=O)CCC(=O)OCC(=O)Nc2cc(S(=O)(=O)N3CCOCC3)ccc2Cl)cc1,1.1,0.5,-0.2,-0.1,-1.1,-1.0,-6.6,2.0,0.1,-1.1,-6.1
N=c1c2c3c(sc2ncn1N)CCC3,0.2,3.0,-2.5,-0.1,-0.5,2.4,-1.2,-1.3,0.9,2.8,-4.0
CCNC(=S)N(CCN(CC)CC)Cc1cc2cc3c(cc2[nH]c1=O)OCCO3,0.7,5.7,0.5,0.2,-1.3,1.8,-249.6,0.5,2.8,0.2,11.2
CC(=O)Nc1cc2nc3ccccc3oc-2cc1=O,/,-3.1,-10.6,-2.5,-0.9,-1.6,-10.2,0.2,/,-4.7,-0.8
COc1ccc(CN2C(=O)c3ccccc3C2C(=O)NCC2CCCO2)c(OC)c1 (stereo not given),-0.2,-2.9,-6.5,-0.5,-1.3,-1.6,3.4,-0.3,-0.6,1.3,3.2
CCOC(=O)C1CCN(c2nc(-c3ccccc3)nc3c2oc2ccccc23)CC1,-0.8,-3.4,-10.4,-0.3,-0.5,-0.1,-7.7,-0.7,-0.9,-0.1,-5.4
Cc1c(C(=O)Nc2ccc3c(c2)OCCO3)sc2ncnc(N3CCCCC3C)c12 (stereo not given),2.1,-4.9,-0.9,0.1,-1.4,-1.1,11.5,4.0,-1.9,0.4,0.9
CCCC(=O)NC(=S)Nc1cccc2c(O)cccc12,-1.7,0.1,3.1,-0.1,-1.7,-0.8,11.8,2.1,0.3,1.5,-1.2
O=C1NC(c2ccc(O)cc2)Nc2ccccc21 (stereo not given),-0.3,0.7,6.1,0.4,-0.6,0.2,-454.4,0.4,1.6,2.9,7.4
Cc1ccc(S(=O)(=O)Nc2cccnc2)cc1,-0.7,-1.6,-2.2,-0.6,-0.9,-1.1,-8.9,0.9,0.1,-0.4,0.6
CCOC(=O)c1ccc2c(c1)N(Cc1ccccc1C)C(=O)c1ccccc1S2=O (stereo not given),-0.1,0.2,0.1,-0.7,-0.6,-1.5,8.7,-1.7,-0.1,-2.0,4.2
CC(C)(C)n1nnnc1C(c1ccccc1F)N1CCN(C2CCCC2)CC1 (stereo not given),0.8,2.6,1.7,0.4,-0.4,-0.7,4.2,-0.5,0.3,-0.8,-0.7
FC(F)(F)c1cccc(CC2CN(Cc3ccccc3)Cc3ccccc3N2c2cc(Cl)cc(Cl)c2)c1 (stereo not given),-1.8,-6.9,-7.2,-1.1,-1.0,1.1,-3.4,-2.4,3.2,2.4,27.0*
CCOc1ccc2nc(C)cc(Nc3ccc4c(c3)OCCO4)c2c1,0.1,10.7,-2.9,-0.5,-1.3,-0.4,3.8,5.0,1.6,-0.1,-9.0
S=C(Nc1ccc(Oc2ccc(NC(=S)NC3CCCCC3)cc2)cc1)NC1CCCCC1,2.7,-1.4,6.9,-2.3,-1.9,-5.5,11.2,-4.5,-2.3,-2.5,-6.7
Cc1ccc(C(=O)NCC(=O)NCCCc2ccccc2)s1,0.6,-1.3,1.1,-0.1,-1.0,-0.5,-3.5,-3.5,-0.8,-1.4,7.0
Cc1ccc(-c2nnc(SCC(=O)N/N=C/c3c(C)nn(-c4ccccc4)c3C)n2-c2ccc(C)cc2)cc1,1.6,-17.6,-7.3,0.4,-0.8,-1.8,-4.6,-0.9,-0.6,1.0,-4.0
Cc1cc(C)cc(NC(=O)CSc2nc3c(c(=O)n2C)SC(C)C3)c1 (stereo not given),-0.2,-6.3,-8.3,-1.5,-1.6,-1.6,-6.8,-0.9,-0.4,-2.0,3.4
Cc1nn(C)cc1/C=N\NC(=O)Cc1ccc([N+](=O)[O-])cc1,0.4,0.5,-0.2,0.5,-0.3,-1.4,-7.9,1.3,3.6,0.0,-11.7
CCC(C)NC(=O)c1ccc(CSCc2cccc(F)c2)o1 (stereo not given),3.7,0.2,3.1,-0.7,-1.6,-0.7,-5.6,-0.3,-0.4,-0.1,0.5
Cc1ccccc1-c1nc2ccccc2c(=O)n1C1CCS(=O)(=O)C1 (stereo not given),3.6,1.5,2.8,-0.3,-1.4,-2.2,-3.2,-1.8,-1.8,-1.1,0.1
Brc1ccc(OCCCOc2cccc3cccnc23)cc1,0.7,-11.5,-9.7,0.4,-1.1,0.0,-0.3,-2.3,0.1,4.8,-9.2
CC(NC(=O)CN(C)CC(=O)Nc1ccc(F)c(F)c1F)c1ccccc1 (stereo not given),-1.2,0.8,2.0,-0.4,-1.6,-1.5,-3.4,-1.0,-0.2,-0.3,2.2

# Full records, looked up by structure.
# CC(NC(=O)CN(C)CC(=O)Nc1ccc(F)c(F)c1F)c1ccccc1 (stereo not given) in the list: GAA850 FXN act = -1.2; GC-A act = 0.8; NPR2 activator = 2.0; DAX1 inh-1 = -0.4; ssDAF-12 act = -1.6; hcDAF12 agonist = -1.5; ADAM10 inh = -3.4; SMARCA2 activ = -1.0; DAX1 inh-2 = -0.2; hgDAF12 agonist = -0.3; sPLA2-III inh = 2.2
# Cc1ccccc1-c1nc2ccccc2c(=O)n1C1CCS(=O)(=O)C1 (stereo not given) in the list: GAA850 FXN act = 3.6; GC-A act = 1.5; NPR2 activator = 2.8; DAX1 inh-1 = -0.3; ssDAF-12 act = -1.4; hcDAF12 agonist = -2.2; ADAM10 inh = -3.2; SMARCA2 activ = -1.8; DAX1 inh-2 = -1.8; hgDAF12 agonist = -1.1; sPLA2-III inh = 0.1

# Screening results (PubChem)
